Assay outcomes from PubChem BioAssay.
PGC1a acetyl inh: inhibitors of PGC1a acetylation signal, primary screen, cell-based, U2OS, AlphaScreen, inhibitor mode; AlphaScreen anti-acetyl-lysine; with virally co-expressed GCN5 acetyltransferase; inhibition, % at 15.6 µM; 0.17% of 350,000 active;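 active means every replicate shows inhibition of at least 40%; inconclusive means mean inhibition at least 40% but some replicate below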;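 further: 0% = neutral control wells and 100% = positive control wells; some results beyond the cut were filed as inactive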
Cneo AK release: Cryptococcus neoformans cell lysis inducers, primary screen, AK release luminescence, single concentration; C. neoformans lysis, adenylate kinase release luminescence, 4 h; normalised: neutral wells 0, clomiphene wells 100; lysis activity, % at 15 µM; 0.2% of 360,000 active;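 active means mean lysis activity across replicates of at least 80%, whatever share of replicates individually reach that level; inactive means mean lysis activity below 80%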
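Material – Cryptococcus neoformans yeast cells · Quantity – 5 × 10^6 yeast cells/mL · Buffer or medium – YPD medium · Compound – single dose · Timing – 4 h static compound exposure, 37 °C, read 1 h post-reagent · Signal – adenylate kinase release luminescence · Read-out basis – lysis from increased AK signal · Benchmarks – Clomiphene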
SIRT5 block: SIRT5 desuccinylase inhibitors, primary screen, biochemical, fluorescence imaging, single point, set 5 | Purified SirT5, succinyl-peptide AMC, trypsin-coupled fluorescence | inhibition, % at 15 µM | 1.1% of 330,000 active; in the data active means inhibition above about 15%; inconclusive means no clear call, values can overlap the other calls
Target sequence (Q9NXA8 whole entry, looked up): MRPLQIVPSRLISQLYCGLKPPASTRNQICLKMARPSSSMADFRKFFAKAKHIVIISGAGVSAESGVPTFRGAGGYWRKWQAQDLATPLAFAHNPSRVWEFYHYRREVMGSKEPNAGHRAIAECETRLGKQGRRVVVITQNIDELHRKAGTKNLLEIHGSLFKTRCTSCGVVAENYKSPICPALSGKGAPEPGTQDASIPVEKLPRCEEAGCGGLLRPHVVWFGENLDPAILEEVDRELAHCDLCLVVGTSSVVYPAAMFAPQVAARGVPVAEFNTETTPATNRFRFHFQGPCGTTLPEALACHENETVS
ERAP1 inh: human ERAP1 aminopeptidase inhibitors, primary screen, biochemical, single point, plate reader. Endoplasmic reticulum aminopeptidase 1 (Homo sapiens), Q9NZ08. recombinant ERAP1, Leu-AMC fluorescence, 60 min. inhibition, % at 10.7 µM. 0.15% of 340,000 active. AID 652197, 2013;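 active means mean replicate inhibition of at least 30%, or all replicates individually reaching that 30% level; inactive means mean below 30% and not every replicate reaching it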;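 further: 0% = neutral control wells and 100% = L-leucinethiol positive control wells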
XiGFP reactiv: activators of inactive X chromosome reactivation, primary screen, imaging, XiGFP fibroblasts, GFP high-content imaging, set 2. XiGFP mouse fibroblasts, % GFP-positive cells imaging, 3 d; cells co-treated with 5-aza-dC sensitizer; scaled so ellipticine positive control = 100%. 0.055% of 360,000 active. activation, % at 7.58 µM. AID 743238, 2013;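 active means mean normalized replicate activation at least 10% and every replicate at or above 10%; inconclusive means only one of the two criteria met; inactive means mean below 10% and not all replicates reach 10%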;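 further: 0% = median of on-plate neutral control wells and 100% = ellipticine 6 µM median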
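System: 68-5-11 XiGFP fibroblast line; Timing: 3 days compound exposure; Compound dosing: one concentration, pinned; Benchmarks: positive control ellipticine, 6 µM final; Buffer or medium: DMEM containing 5-aza-dC.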
Statin myotox sup: suppressors of statin myotoxicity in C2C12 myotubes, primary screen, cell-based, single point, plate reader; C2C12 myotubes + simvastatin, ATP luminescence, 48 h; scaled: DMSO 0, geranylgeraniol control 100; rescue of ATP level, % at 7.49 µM; 0.78% of 330,000 active; AID 602340, 2012;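 active means mean ATP rescue above about 67%, or every replicate alone reaching that limit, limit read from the data, passing the limit was not always enough; inconclusive means no clear call, values can overlap the other calls; inactive means mean under the limit and some replicate under it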;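 further: myotubes were challenged with 10 µM simvastatin during compound exposure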
LGR2 antag: inhibitors of bursicon-induced LGR2 CRE-luciferase signal, primary screen, cell-based, HEK293, CRE-luciferase reporter, bursicon stimulation; Drosophila bursicon receptor LGR2 (rickets); bursicon-stimulated, 4 h; inhibition, % at 9.99 µM; 0.35% of 380,000 active; AID 720647, 2013;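 active means drop in luminescence signal, shown as inhibition above about 50% in the replicate tests, limit read from the data, passing the limit was not always enough; inconclusive means probably only some replicates passing the limit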;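 further: agonist challenge used bursicon conditioned medium at about half maximal strength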
S100A4 inh HTS: inhibitors of S100A4-myosin IIA peptide binding, primary screen, biochemical, fluorescence polarization, TAMRA-MyoIIA peptide | Protein S100-A4 (Homo sapiens), P26447 | inhibition, % at 10.7 µM | 0.14% of 360,000 active;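 active means mean inhibition of at least 70% across replicates, with every replicate also reaching that level; inconclusive means mean inhibition reaches 70% but some replicates fall short; inactive means mean inhibition below 70%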
Target sequence (P26447 whole entry, looked up): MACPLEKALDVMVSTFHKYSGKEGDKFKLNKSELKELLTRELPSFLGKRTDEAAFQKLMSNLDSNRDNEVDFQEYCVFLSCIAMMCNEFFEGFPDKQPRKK
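Material: S100A4 monomer (human). Medium: Calcium-containing HEPES buffer, pH 7.2. Probe or stimulus: labelled myosin peptide probe, 5 nM. Compound dosing: one concentration per compound. Timing: polarization read 5 min after assay mix addition, stable 5–60 min. Benchmarks: DMSO as neutral control, TFP as positive control.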
* marks the source's active call; other numbers are inactive results; ? = inconclusive; . = no result given; & = joins results of further samples. Only part of the results is shown; rates above refer to the full screens.

SMILES,Cneo AK release,ERAP1 inh,XiGFP reactiv,SIRT5 block,PGC1a acetyl inh,S100A4 inh HTS,Statin myotox sup,LGR2 antag
CC(Oc1ccc(F)cc1)C(=O)Nc1ccccc1N1CCCCC1 (configuration not stated),0,-1,0.5,-1,3,-7,4,12
O=C1NC(c2ccc(Cl)cc2)Nc2ccccc21 (configuration not stated),.,1,0.0,-2,.,0,.,3
O=C(COc1ccccc1Cl)Nc1cccc(S(=O)(=O)N2CCCC2)c1,-1,-1,0.1,-5,-4,-9,2,-2
Cc1cc(C)nc(SCc2ccc(C(=O)N/N=C/C3CCCCC3)cc2)n1,.,6,0.0,-3,5,7,.,-6
O=C(NCC1CCCO1)c1ccc2c(=O)n(-c3ccc(F)cc3)c(=S)[nH]c2c1 (configuration not stated),2,-3,-0.1,-2,10,-3,-8,1
O=C(c1ccc(COCC(F)(F)F)cc1)N1CCN(c2ccccn2)CC1,.,4,0.0,-1,-1,0,.,31
O=C(Nc1ccccc1)Oc1cccc2cccnc12,-1,1,0.0,-7,8,-2,101*,-13
COC(=O)c1ccncc1C(=O)Nc1ccc(Oc2ncc(C(F)(F)F)cc2Cl)cc1,.,-2,0.1,2,.,-2,.,-11
CCOc1ccc(C(C)NC(=O)C2CCN(S(=O)(=O)c3ccc(OC)cc3)CC2)cc1OCC (configuration not stated),1,-1,0.0,6,.,-3,1,-13
Cc1ccc(S(=O)(=O)N(C)C[C@H]2Oc3c(NC(=O)C4CC4)cccc3C(=O)N([C@@H](C)CO)C[C@@H]2C)cc1,-1,0,-0.5,-1,-1,-2,-6,-7
C[C@@H]1CN([C@@H](C)CO)C(=O)c2ccccc2-c2ccccc2CO[C@H]1CN(C)S(=O)(=O)c1ccc(C#N)cc1,-1,0,0.1,0,2,3,.,6
C=CCNS(=O)(=O)c1cc(S(=O)(=O)NCC=C)c(OC)cc1OC,.,13,0.1,-3,-5,-1,.,-8
CCN(CC)c1ccc(S(=O)(=O)N2CCOCC2)cc1NC(=O)COC(=O)/C=C/c1ccco1,1,3,-0.1,6,7,9,7,-14
C[C@@H]1CN([C@@H](C)CO)C(=O)c2cc(NS(=O)(=O)c3cccs3)ccc2O[C@@H]1CN(C)CC1CC1,6,2,-1.3,-1,13,8,24,8
COc1ccc(NC(=O)N2CCCCN3[C@H](C2)[C@@H](c2ccc(-c4ccccc4F)cc2)[C@@H]3CO)cc1,4,2,0.1,8,-7,-5,-72,1
O=C(Nc1ccc(F)cc1)c1cccc(C(=O)Nc2ccc(F)cc2)c1,0,1,0.0,-4,-6,-5,-53,-10
CCN1C(=O)C(CC(=O)Nc2ccc(F)cc2)N(CCCN2CCN(c3ccc(F)cc3)CC2)C1=S (configuration not stated),.,-2,-0.1,-4,.,-15,.,2
O=C(Oc1c(-c2ccco2)oc2ccccc2c1=O)c1cccnc1,0,0,-0.1,1,.,-5,27,26
CO[C@@H]1CN(C)C(=O)c2cc(NS(C)(=O)=O)ccc2OC[C@@H](C)N(CCC(F)(F)F)C[C@H]1C,-6,-2,-0.2,-3,5,4,4,10
C[C@H](NC(=O)[C@@H]1[C@@H](CO)[C@@H]2Cn3c(ccc(-c4ccccc4)c3=O)[C@@H]2N1C)c1ccccc1,-2,0,0.1,-9,.,0,9,1
COc1ccc(NC(=O)c2cccc3cccnc23)cc1S(N)(=O)=O,1,-3,0.3,5,1,4,1,-6
CO[C@@H]1CN(C)C(=O)c2ccc(NC(=O)C3CC3)cc2OC[C@H](C)N(Cc2cccc(F)c2)C[C@@H]1C,2,.,0.2,.,-6,.,9,11
CCOC(=O)C(=NCC1CCCO1)NNc1ccccc1Cl (configuration not stated),.,.,0.7,-5,5,8,10,6
C=C1CCC[C@]2(C)C[C@H]3OC(=O)C(CNCCN(CC)CC)[C@H]3CC12 (some centres not stated),-1,3,0.2,-5,.,-7,8,22
C=C1C(C(=O)Nc2ccccc2)C1C(=O)Nc1ccccc1 (configuration not stated),3,-2,0.1,-7,-7,-1,1,9
CCCNC(=O)C[C@@H]1CC[C@H]2[C@@H](COc3ccc(NC(=O)NCC)cc3C(=O)N2C)O1,-5,2,0.1,-2,8,-34,-10,-10
CCOc1ccccc1-c1nc(CN2CCN(C(=O)c3ccco3)CC2)c(C)o1,5,4,0.1,1,1,-2,4,19
COc1ccc(S(=O)(=O)N(C)C[C@@H]2Oc3ccc(NC(=O)Cn4cnnn4)cc3C(=O)N([C@H](C)CO)C[C@@H]2C)cc1,-2,-6,-0.7,5,-12,3,.,14
Cc1ccc(C(C(=O)NC2CCCC2)N(Cc2ccc3c(c2)OCO3)C(=O)c2snc(C(N)=O)c2N)cc1 (configuration not stated),6,-3,0.0,-3,-11,-3,-1,13
COCCNC(=O)CN1CCC(NC(=O)c2ccco2)CC1,.,7,0.2,-1,.,-9,.,2
Cc1cc(C)n2nc(C(=O)N/N=C/c3ccccc3C)nc2n1,-2,3,0.7,3,-11,0,.,8
C[C@H](CO)N1C[C@H](C)[C@@H](CN(C)S(=O)(=O)c2ccccc2)Oc2ccc(NS(=O)(=O)c3cccs3)cc2C1=O,-9,0,0.2&0.1,2,-1,-18&-7,24,-34&-11
COc1ccc(NC(=O)CCNS(=O)(=O)c2cc(Br)cnc2N)c(OC)c1,0,2,0.1,0,7,-1,0,4
c1ccc(SSc2ccccc2)cc1,0,-1,0.0,-2,0,-2,3,4
O=C(CSc1nnc2scc(-c3ccccc3)n12)c1ccc2c(c1)OCCO2,-10,0,0.4,1,.,5,5,9
CC(=O)c1c(C)[nH]c(C(=O)COc2ccc3ccc(=O)oc3c2)c1C,.,1,-0.1,-5,.,-2,-13,4
CCCNC(=O)N1CC[C@@H]2[C@H]1c1cc(-c3ccc(F)cc3)ccc1N(C)[C@H]2CO,-8,1,0.4,-4,-1,57,11,-5
C[C@@H]1CN([C@@H](C)CO)C(=O)c2cc(NS(=O)(=O)c3ccc(F)cc3)ccc2O[C@@H](C)CCCCO[C@H]1CN(C)C(=O)Nc1ccc(F)cc1,-5,.,0.1,.,-4,.,.,2
COc1ccc(CCNc2ccc(N3C(=O)CC(C)C3=O)cc2[N+](=O)[O-])cc1 (configuration not stated),.,-1,0.0,-6,0,3,.,11
Cc1ccc(CCNC(=O)C2CCCN(S(=O)(=O)c3c(C)noc3/C=C/N(C)C)C2)cc1 (configuration not stated),0,-5,0.1,-1,13,-6,-17,-8
CC(C)C#Cc1cnc2c(c1)C(=O)N([C@@H](C)CO)C[C@H](C)[C@H](CN(C)Cc1cccc(F)c1)O2,0,10,0.5,1,10,4,-16,-6
C[C@H](CO)N1C[C@H](C)[C@@H](CN(C)Cc2ccc(Cl)c(Cl)c2)Oc2c(NC(=O)c3ccncc3)cccc2C1=O,2&2,-3&-1,0.1&0.2,-2&1,-14,5&1,14&-24,-7
O=C(C[C@H]1CC[C@@H]2[C@H](COC[C@H](O)CN2C(=O)Nc2ccc(Cl)cc2)O1)NCCc1ccncc1,-1,-1,0.3,2,0,14,4,-12
Cc1ccc(C)c(-c2cc(C(=O)NCc3cccs3)c3ccccc3n2)c1,2,0,.,-1,-6,1,7,7
Cn1c(C(=O)N[C@@H](Cc2ccccc2)C(=O)NCCC(=O)O)cc2cc(Cl)ccc21,0,-1,0.0,-2,-10,-8,-5,18
Cc1cccc(N2C(=O)N3[C@@H]4c5ccccc5OC[C@@H]4[C@@H](c4ccccc4)[C@@]3(C)C2=O)c1,0,2,0.0,.,-18,-2,6,13
Cc1cccc(C)c1NC(=O)COC(=O)Cc1ccsc1,.,-1,0.5,-3,.,-1,.,3
Cc1sc2nc3ccc(N4CCCC4)nn3c(=O)c2c1C,-3,-2,-0.1,3,2,-6,-4,30
CSc1ccccc1NC(=O)CN1c2ccccc2CC1C (configuration not stated),.,-1,-0.7,-1,-4,6,22,6
COc1ccc(CN(C)C[C@H]2Oc3ccc(NC(=O)CCN4CCOCC4)cc3C(=O)N([C@@H](C)CO)C[C@H]2C)cc1,-6,3,0.2,9,5,-13,-28,25

Additional compounds follow.
SMILES,Cneo AK release,ERAP1 inh,XiGFP reactiv,SIRT5 block,PGC1a acetyl inh,S100A4 inh HTS,Statin myotox sup,LGR2 antag
COc1ccc(NC2CCCN(C(=O)CCCn3cncn3)C2)cc1OC (configuration not stated),-3,-5,0.0,-2,-14,5,10,9
O=C(CC1Oc2ccccc2NC1=O)NC1CC1 (configuration not stated),1,.,-0.2,.,-9,1,6,-4
Nc1ccc(CNC(=O)c2cc3cc(Cl)ccc3nc2N)cc1,.,0,0.1,-4,.,2,.,-1
COc1ccc(-c2cnc3c(c2)C(=O)N([C@@H](C)CO)C[C@@H](C)[C@@H](CN(C)C)O3)cc1,-1,-1,-0.7,1,-3,-6,9,7
Cc1c(CC(=O)N[C@@H](C)C(=O)O)c(=O)oc2cc3oc4c(c3cc12)CCCC4,.,-3,0.2,2,.,1,.,-6
C[C@@H]1CN([C@@H](C)CO)C(=O)Cc2cc(NC(=O)NC3CCCCC3)ccc2O[C@H]1CN(C)C(=O)Nc1ccc2c(c1)OCO2,2,2,0.0,-1,15,17,-8,-4
C[C@H]1CN([C@@H](C)CO)C(=O)c2cc(C#CC3CC3)cnc2O[C@H]1CN(C)C(=O)c1ccccc1,-2,1,-0.6,-2,-12,-6,5,10
Cc1cccc(N2CC(c3nc4ccccc4[nH]3)CC2=O)c1 (configuration not stated),.,1,0.1,-3,.,-6,.,-5
C[C@H](CO)N1C[C@H](C)[C@H](CN(C)S(=O)(=O)c2ccc(F)cc2)Oc2ncc(C#Cc3cccc(F)c3)cc2C1=O,-1,1,-0.5,0,-12&-11,-7,?,9

Sorted by value in S100A4 inh HTS (largest number first): some entries from above.
SMILES	ERAP1 inh	SIRT5 block	PGC1a acetyl inh	S100A4 inh HTS	LGR2 antag
COc1ccc(NC2CCCN(C(=O)CCCn3cncn3)C2)cc1OC (configuration not stated)	-5	-2	-14	5	9
Nc1ccc(CNC(=O)c2cc3cc(Cl)ccc3nc2N)cc1	0	-4	.	2	-1
C[C@H]1CN([C@@H](C)CO)C(=O)c2cc(C#CC3CC3)cnc2O[C@H]1CN(C)C(=O)c1ccccc1	1	-2	-12	-6	10
